Wnt act = activators of Wnt/beta-catenin signaling. AID 743398. 300,000 compounds, 1.2% hits. activation, % at 9.35 µM. Wnt/beta-catenin reporter cell assay, activator, plate reader; in the data active = activation above about 30%, passing the limit was not always enough; inconclusive = no clear call, values can overlap the other calls;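 also: 0% = neutral control wells and 100% = positive control wells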
E coli growth = bacterial growth inhibition, counter-screen for AddAB inhibitors. E. coli V3065 growth, OD600 absorbance, 18 h. AID 449728. 330,000 compounds, 0.27% hits. inhibition, % at 11.9 µM;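 active = inhibition above the campaign's mean inhibition across all tested compounds plus 3 SD, cut at about 9.9% in these data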;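 also: uninfected addAB+ strain grown without phage in ampicillin broth; 0% = DMSO wells and 100% = ciprofloxacin 0.95 µg/ml wells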
phage Ecoli inh = E. coli growth loss with phage present. growth absorbance. inhibition, % at 11.9 µM. 360,000 compounds, 0.26% hits. AID 651602; in the data active = inhibition above about 11%
MITF act = activators of MITF-driven TRPM1 promoter activity in SK-MEL-5 cells | SK-MEL-5 TRPM1-promoter luciferase, 24 h; % of positive control, neutral wells = 0 | 300,000 compounds, 0.75% hits | activation, % at 12.5 µM;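 active = mean activation of at least 80% with every replicate also reaching 80%; inconclusive = mean reaches 80% but some replicate falls short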;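 also: 0% = neutral control wells and 100% = parthenolide positive control wells; values of inactives mirror those of a sister screen read the other way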
SR-BI HDL uptake = mouse SR-BI HDL lipid transfer inhibition; 320,000 compounds, 0.96% hits; AID 488896; inhibition, % at 12.5 µM; ldlA[mSR-BI] CHO cells, DiI-HDL uptake fluorescence, 3 h;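 active = mean replicate inhibition of at least 70% and a set share of replicates each scoring 70 or more; inconclusive = meets just one of the two criteria; inactive = fails both criteria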;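 also: 0% = median of neutral control wells and 100% = median of positive control wells; values of inactives mirror those of a sister screen read the other way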
Target sequence (Q61009 whole entry, looked up): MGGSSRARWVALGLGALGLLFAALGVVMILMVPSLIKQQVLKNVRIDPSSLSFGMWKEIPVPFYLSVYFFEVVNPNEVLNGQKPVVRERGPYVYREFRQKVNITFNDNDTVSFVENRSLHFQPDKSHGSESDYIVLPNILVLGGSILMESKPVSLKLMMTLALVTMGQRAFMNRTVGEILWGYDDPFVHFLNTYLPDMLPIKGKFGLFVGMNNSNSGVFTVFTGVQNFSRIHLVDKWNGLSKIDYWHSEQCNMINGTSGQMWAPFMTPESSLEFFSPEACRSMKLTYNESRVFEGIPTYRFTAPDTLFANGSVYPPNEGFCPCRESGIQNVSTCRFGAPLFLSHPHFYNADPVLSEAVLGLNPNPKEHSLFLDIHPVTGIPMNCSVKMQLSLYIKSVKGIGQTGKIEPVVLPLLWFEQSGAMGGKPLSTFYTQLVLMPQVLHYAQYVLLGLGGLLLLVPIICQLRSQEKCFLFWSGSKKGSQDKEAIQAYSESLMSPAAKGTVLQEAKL
AddAB inh = less growth of phage-infected E. coli with AddAB; E. coli expressing H. pylori AddAB, absorbance growth; AID 435030; 330,000 compounds, 0.29% hits; inhibition, % at 11.9 µM; in the data active = inhibition above about 12%;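 also: 0% = vehicle wells of infected cells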
Tat transport = blocks Tat-dependent protein export in E. coli. 340,000 compounds, 0.036% hits. E. coli MC4100 TorA-mCherry Tat export, fluorescence. inhibition, % at 10 µM;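 active = mean replicate inhibition at least 50% and at least half of replicates individually reaching 50%; inconclusive = only one of the two criteria met; inactive = neither criterion met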;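 also: exported cargo escapes ClpAP degradation while cytoplasmic cargo is degraded and loses fluorescence; 0% = median of neutral control wells and 100% = median of NaSCN control wells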
CAL PDZ FP-1 = inhibitors of human CAL PDZ peptide binding; purified CAL PDZ, TMR-peptide fluorescence polarization, 1 h; inhibition, % at 24.9 µM; Q9HD26; 300,000 compounds, 0.92% hits; AID 602252;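 active = mean inhibition of at least 30% with at least half of replicates also reaching 30%; inconclusive = no clear call, values can overlap the other calls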;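 also: 0% = DMSO neutral control and 100% = excess unlabeled competitor peptide PRC23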
CAL PDZ FP-2 = inhibitors of human CAL PDZ peptide binding | Q9HD26 | purified CAL PDZ, TMR-peptide fluorescence polarization, 1 h | inhibition, % at 20 µM | 330,000 compounds, 0.02% hits | AID 504414;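 active = highest replicate inhibition of at least 40%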;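 also: plate controls were DMSO neutral control wells for no effect and unlabeled competitor peptide control wells for full effect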
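System: tagged CAL PDZ domain. Schedule: 1 h room-temperature incubation prior to read. Signal: fluorescence polarization (mP). Measure: percent inhibition from loss of millipolarization.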
SR-BI uptake up = enhances SR-BI lipid uptake from DiI-HDL. CHO ldlA[mSR-BI] cells, DiI-HDL uptake fluorescence, 3 h; 100 = double the neutral-control signal. activation, % at 12.5 µM. 320,000 compounds, 0.096% hits;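 active = mean replicate activation of at least 60% and every replicate at or above 60%; inconclusive = mean or all-replicate condition met, but not both; inactive = mean below 60% and not all replicates reaching 60%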;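 also: 0% = median plate neutral-control signal and 100% = twice that signal; values of inactives mirror those of a sister screen read the other way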
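Test system: SR-BI-overexpressing, LDLR-lacking CHO cells; Medium: Ham's F12 with 0.5% BSA, HEPES 25 mM, pH 7.4; Schedule: 3 h, 37 °C; Technique: bottom-read fluorescence, 550/595 nm.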
An asterisk follows results filed as active; u = inconclusive; x = not tested or not shown. Outcome played no part in choosing rows; overall some 3.6% were active at least once.

SMILES	Wnt act	E coli growth	phage Ecoli inh	MITF act	SR-BI HDL uptake	AddAB inh	Tat transport	CAL PDZ FP-1	CAL PDZ FP-2	SR-BI uptake up
CN1CCN(C(=O)CCN2C(=O)/C(=C/c3cccc(Br)c3)SC2=S)CC1	6	-4.1	-0.9	-32	5	-0.4	-2	-3	-0.3	-5
COc1ccc(CCNS(=O)(=O)c2ccc(Br)s2)cc1	2	-0.8	2.8	-8	9	1.6	-7	x	-0.7	-9
CCn1c(SCc2ccccc2)nnc1-c1ccc(S(=O)(=O)N2CCCCC2)cc1	-7	-1.8	0.5	x	60	1.6	20	-1	-3.0	-60
CC(=O)c1ccc(NC(=O)CCNS(=O)(=O)c2ccccc2F)cc1	-1	-1.7	-2.3	2	-1	1.2	-2	0	-1.3	1
CCC(C)c1ccc(NC(=O)C2CC3CCC2C3)cc1 (stereo not drawn)	26	1.2	1.9	x	19	2.8	5	x	-0.9	-19
CCN(CC)CC(=O)Nc1sc(C)c(C)c1C(=O)c1ccc(C)cc1	-4	-0.1	1.1	0	11	2.0	3	-6	0.1	-11
COc1ccccc1CC(=O)NN1C(=O)c2ccccc2C1=O	-2	-0.3	2.1	-14	-36	3.2	0	-2	-0.1	36
COc1ccccc1N1CCN(C(=O)c2ccc(-c3nc4ccccc4s3)o2)CC1	-2	0.0	-3.0	38	10	0.8	13	-3	-1.3	-10
O=C(Cn1c(=O)sc2ccccc21)Nc1ccc(O)cc1	-1	1.0	1.2	-9	13	3.8	18	-2	-1.1	-13
Brc1ccc2nc(CSc3ncn[nH]3)cn2c1	x	-0.6	4.9	14	x	1.9	-2	1	-0.9	x
CCOC(=O)c1cc(-c2ccccc2)n(CCC(=O)N2CCN(c3ccccn3)CC2)c1C	-4	3.5	1.0	0	19	2.9	10	3	0.7	-19
CCCCC1CC(CSC(=N)N)OC1=O (stereo not drawn)	-6	-2.8	1.4	3	-17	1.0	1	-2	0.5	17
Cc1ncc(CN2CCN(CCC(C)C)C(CCO)C2)s1 (stereo not drawn)	-5	-0.2	3.4	8	-31	0.7	u	0	-2.1	31
Cc1c(N=C2NC(=O)C(CC(=O)Nc3ccc(Cl)cc3)S2)c(=O)n(-c2ccccc2)n1C (stereo not drawn)	x	-2.2	2.2	7	8	2.7	-4	1	-1.5	-8
COc1cccc(NC(=O)CN2C(=O)C3(OCCCO3)c3ccccc32)c1	-1	-1.9	x	-12	-11	0.2	-5	x	-3.0	11
COC(=O)CSc1nc(N)c2c3c(sc2n1)CCCC3	x	2.9	3.3	27	-9	2.5	2	-4	-1.0	9
O=C(O)CN1C(=O)S/C(=C\c2cccnc2)C1=O	-2	0.1	-0.1	-7	x	-0.4	0	3	-3.3	x
O=C(COC(=O)C1=NN(c2ccccc2)C(=O)CC1)Nc1nc(-c2ccc(F)cc2)cs1	10	0.2	3.2	24	-18	1.9	23	2	-0.3	18
O=C(CCc1nnc(-c2ccsc2)o1)N1CCc2c(Cl)cccc2C1	16	3.3	4.8	38	-16	4.0	-3	-4	-3.1	16
COC(=O)C(Cc1ccc(OC(=O)c2ccccc2C)cc1)N1Cc2ccccc2C1=O (stereo not drawn)	x	-0.4	0.2	6	24	2.2	10	-7	-2.7	-24
COc1ccc(OC)c(S(=O)(=O)Nc2cccc(F)c2)c1	x	-1.0	1.3	6	-17	0.9	-3	-5	0.4	17
Cc1cnc(N=Nc2ccccc2)[nH]1	-4	x	6.0	35	6	x	-6	11	0.5	-6
CC(O)C(NS(=O)(=O)c1ccc2ccccc2c1)C(=O)OCC(=O)Nc1ccccc1OC(F)F (stereo not drawn)	-2	x	0.9	3	2	x	-1	-9	-0.8	-2
COc1ccc(NC(=O)c2ccc3c(c2)C(=O)N(CC2CCCO2)C3=O)cc1 (stereo not drawn)	1	0.3	1.0	20	x	2.1	-2	x	-1.2	x
CC(C)Cn1c(-c2ccccc2F)n[nH]c1=S	-1	0.6	2.0	-15	-9	2.4	-7	3	-0.3	9
CCn1cc(C(=O)N[C@@H](C)C(=O)OC)c(=O)c2cc3c(cc21)OCO3	3	7.8	1.4	3	-8	5.4	0	3	-0.2	8
COc1ccc(C(=O)OC(C)C(=O)NC2CCCc3ccccc32)cc1OC (stereo not drawn)	1	2.8	0.3	4	26	1.4	0	5	-0.9	x
O=C(O)CC1=C(Nc2ccccc2)C(=O)N(c2ccccc2)C1c1ccc(Cl)cc1 (stereo not drawn)	19	2.5	-0.2	18	-9	2.4	4	6	-0.6	9
CO/C(N)=C(\C#N)N=Cc1ccccc1Cl	0	-0.7	3.1	20	16	0.7	-6	-3	-0.7	-16
O=C(NCc1ccc(F)cc1)c1cc2c(s1)CCCC2	4	2.0	4.8	11	-19	4.1	-2	-2	-1.0	19
NC(=O)C(c1ccccc1)C1CCCCC1 (stereo not drawn)	-5	0.7	0.8	12	-3	0.3	0	-3	-2.0	3
COc1cc([N+](=O)[O-])ccc1NC(=O)CSc1nnc(C)c(C)n1	-1	0.3	-0.2	-12	36	0.4	-4	-7	0.0	-36
CCOC(=O)C(=Cc1ccc(-n2cncn2)cc1)C(=O)OCC	0	1.1	5.7	-39	-18	3.6	-2	1	-0.5	18
Cc1ccccc1CN(c1ccc(C(=O)NCC2CCCO2)cc1)S(C)(=O)=O (stereo not drawn)	-4	-1.5	2.5	-6	-9	2.0	-5	1	-2.5	9
Cc1cccnc1NC(=O)Nc1ccc(Cl)cc1	0	-2.7	1.6	30	6	0.3	-4	-4	-2.0	-6
COc1ccccc1C1CN(c2ccc(F)cc2F)N=C1c1cccs1 (stereo not drawn)	x	4.4	3.8	-12	17	2.9	-4	-5	0.2	-17
Cc1ccc(Cl)cc1NC(=O)CC(O)(C(F)(F)F)C(F)(F)F	x	11*	8.4	-4	-21	12	16	13	0.2	21
O=C(Nc1cc(C(F)(F)F)ccc1Cl)C(Sc1nnc(-c2cccs2)o1)c1ccccc1 (stereo not drawn)	2	-1.1	4.7	-9	-7	2.7	-8	-1	0.5	7
C/C(=N\Nc1ccc([N+](=O)[O-])cc1[N+](=O)[O-])C(C)(C)C(C(=O)O)C(=O)O	-2	0.3	3.3	2	-12	-0.4	-2	0	-2.8	12
Cc1ccccc1CSc1nnc(C)c(=O)[nH]1	-2	1.1	-0.8	x	-19	2.5	4	-14	-0.7	19
CCCN1C(=O)c2cc(C(=O)NC3CCCCCC3)ccc2C1O (stereo not drawn)	14	-1.5	1.2	27	8	0.6	-4	-6	-1.4	-8
COc1cc(/C=C/C(=O)OC[C@H]2O[C@H](OC3(CO)OC(CO)C(O)C3O)[C@H](O)[C@@H](O)[C@@H]2O)ccc1O (stereo partly drawn)	-3	1.9	3.0	4	-3	1.2	-2	1	-1.2	3
COc1ccc(Nc2nc(N3CCCCC3)nc(N3CCCCC3)n2)c(OC)c1	x	0.0	-0.6	-2	8	1.6	-10	-1	-0.1	-8
CC(C)=C1C2CCC1C1C(=O)N(c3nc(-c4ccc(C(C)C)cc4)c(C)s3)C(=O)C21 (stereo not drawn)	x	-0.5	2.9	-7	66	1.7	1	4	-4.0	-66
O=c1cc(Cl)c2ccccc2n1-c1ccccc1	-2	1.7	3.1	-6	19	1.9	-1	4	x	-19
Cc1cc(SCC(=O)NCCC2=CCCCC2)nc2ccccc12	0	1.5	2.6	2	8	4.2	10	2	0.3	-8
CC(=O)N(C(C)=O)c1cccc2c(N(C(C)=O)C(C)=O)cccc12	x	-0.2	-0.4	x	1	0.5	-5	-3	0.6	-1
Cc1noc(C)c1COc1ccccc1C(=O)N(C)CC(=O)Nc1ccc(Cl)c(Cl)c1	0	0.6	-2.6	24	30	1.6	5	1	-4.8	-30
COc1ccccc1CNC(=O)Cc1ccc(C)cc1	6	0.1	3.3	8	-20	-0.1	24	0	-3.0	20
COc1ccc(-c2csc(-c3ccccc3)n2)c(OC)c1	13	1.0	0.6	86*	57	0.9	5	3	-2.6	-57
NNC(=O)c1nc[nH]c1C(=O)Nc1ccccn1	-8	2.5	1.8	12	-9	0.7	-2	x	0.2	9
Cn1c(N)c(C(=O)COC(=O)CCc2nc3ccccc3s2)c(=O)n(C)c1=O	0	-0.2	5.2	-1	-1	0.1	-22	x	-1.2	1
COc1ccc(-c2nn(-c3ccccc3)cc2N)cc1	59*	0.8	3.8	50	24	-1.9	-4	4	0.6	-24
Clc1ccc(OCCCCCN2CCCC2)c(Br)c1	4	-0.7	3.3	27	3	-1.2	1	0	-1.9	-3
COc1ccc(-n2c(C)c(C(C)=O)c(C(C)=O)c2C)cc1	x	1.8	-0.7	6	-1	1.1	2	-2	-1.9	1
COc1ccc(NC(=O)c2cccc(S(=O)(=O)N3CCN(c4ccccc4)CC3)c2)c(OC)c1	0	1.8	-2.5	-17	30	-2.5	2	-5	-1.2	-30
COc1cc(/C=C(\C#N)c2ccccn2)ccc1OCc1ccccc1	7	0.7	2.0	40	25	4.0	11	-3	-3.6	-25
O=C(Cc1ccccc1)N[C@@H](Cc1ccccc1)C(=O)O	1	4.1	0.9	x	-21	2.4	-8	-2	-0.9	21
NNc1nc2ccc(Cl)cc2s1	22	0.9	0.1	-10	-44	0.2	-6	-5	0.7	44
S=c1[nH]nc(CCSCc2ccccc2)n1-c1ccccc1	-2	-3.4	0.0	-5	x	-0.8	-3	-2	-1.8	x

Some of these compounds in order of the SR-BI uptake up value, ascending:
SMILES,SR-BI uptake up
CC(C)=C1C2CCC1C1C(=O)N(c3nc(-c4ccc(C(C)C)cc4)c(C)s3)C(=O)C21 (stereo not drawn),-66
Cc1cccnc1NC(=O)Nc1ccc(Cl)cc1,-6
Cc1ccccc1CN(c1ccc(C(=O)NCC2CCCO2)cc1)S(C)(=O)=O (stereo not drawn),9

(continued)
SMILES	Wnt act	E coli growth	phage Ecoli inh	MITF act	SR-BI HDL uptake	AddAB inh	Tat transport	CAL PDZ FP-1	CAL PDZ FP-2	SR-BI uptake up
c1ccc2c(c1)Sc1ccccc1-n1cnnc1-2	-3	-1.1	1.6	15	-8	0.9	-1	-5	-0.8	8
O=Cc1cn(CC(=O)Nc2ccc(F)cc2)c2ccccc12	-1	3.5	4.3	-11	-2	4.3	-6	-1	-0.6	2
COc1ccc(S(=O)(=O)N2CCOCC2)cc1NC(=O)CSc1nnc(C2CC2)n1C1CC1	-3	-2.5	2.3	-3	-7	0.9	7	-2	0.4	7
COC(=O)c1cc(NC(=O)CSc2nnc(CN3CCOCC3)n2C)ccc1Cl	x	-0.5	1.8	-4	13	0.5	1	-3	-3.1	-13
COc1ccc(C(=O)NN2C(=O)C3C(c4ccccc4)C=CC(c4ccccc4)C3C2=O)cc1 (stereo not drawn)	x	-1.3	1.7	3	x	1.9	3	-6	-0.3	x
